12-LOX inh = ALOX12 (human) lipoxygenase inhibition; P18054; purified 12hLO, xylenol orange hydroperoxide absorbance; Potency, µM (highest dose often 108 µM), for inactives: top-dose activity change, negative = inhibition, usual class: inhibitors; actives 1.1% (n = 580,000); also: % is scaled to controls: 0 for no effect and ±100 for the full control effect
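Purified human 12hLO (150 nM final) in 25 mM Hepes, 0.01% Triton X-100, pH 7.0 was preincubated 15 min at room temperature with compound. Then 40 uM arachidonic acid was added, 30 min. Hydroperoxide was read by Fe-XO absorbance ratio 573/405 nm.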
RGS4 inhibitor = human RGS4 inhibition | P49798 | Transcreener GDP fluorescence polarization, RGS4-accelerated GTP hydrolysis | Potency, µM (top dose mostly 114 µM), without a hit: at the highest dose activity change, negative = inhibition, usual class: inhibitors | actives 0.039% (n = 390,000); also: % is scaled to controls: 0 for no effect and ±100 for the full control effect; nearly all actives have a fitted effect of over 75% in size; some results filed as inactive show a strong effect at the top dose
Target sequence (P49798 whole entry, looked up): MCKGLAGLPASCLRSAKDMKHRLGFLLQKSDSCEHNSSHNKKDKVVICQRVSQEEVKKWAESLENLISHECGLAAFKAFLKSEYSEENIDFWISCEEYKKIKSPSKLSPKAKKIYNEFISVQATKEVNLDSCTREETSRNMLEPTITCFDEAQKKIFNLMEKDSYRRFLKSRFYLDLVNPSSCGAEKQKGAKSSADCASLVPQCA
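MLSMR compounds (23 nl, pin-transferred) preincubated 10 min at room temperature with a 500nM (2x) first reagent, then RGS4 at 900nM (2x) plus Transcreener GDP mix added; fluorescence polarization (620/688 nm) read before and after 90 min at 30 °C.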
TrxR1 inh = rat TrxR1 inhibition; recombinant rTrxR1, NADPH fluorescence consumption, selenite substrate; Potency, µM (doses to about 114 µM), inactives show at the top dose activity change, negative = inhibition, hits mostly inhibitors; actives 1% (n = 390,000); AID 588453; also: % is scaled to controls: 0 for no effect and ±100 for the full control effect; nearly all actives have a fitted effect of over 65% in size
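Rat TrxR1 (90 nM in the dispensed reagent) was pre-reduced with 400 uM NADPH for 5 min at room temperature, then incubated with compound for 15 min. After 400 uM selenite was added, NADPH fluorescence (Ex 340/Em 450 nm) was followed for 8 min.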
USP1 inh = USP1/UAF1 (human) deubiquitinase inhibition. O94782. recombinant USP1/UAF1, Ub-Rhodamine cleavage fluorescence. Potency, µM (top dose mostly 57.1 µM), inactives show top-dose activity change, negative = inhibition, usual class: inhibitors. actives 0.23% (n = 390,000); also: % is scaled to controls: 0 for no effect and ±100 for the full control effect; nearly all actives have a fitted effect of over 60% in size; inactives centre near -12
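USP1/UAF1 complex (1 nM) preincubated 15 min at room temperature with compound, then Ub-Rho substrate (150 nM final) added. Kinetic fluorescence at 480/540 nm over 6 reads at 60 s intervals; 50 mM HEPES pH 7.8, 0.5 mM EDTA, 0.1 mg/ml BSA, 1 mM TCEP, 0.01% Tween-20.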
mIDH1 inhibitor = human IDH1 R132H inhibition; O75874; IDH1-R132H enzyme, NADPH consumption, diaphorase/resazurin fluorescence; Potency, µM (series often up to 76.6 µM), for inactives: at the highest dose activity change, negative = inhibition, usual class: inhibitors; actives 0.093% (n = 390,000); AID 602179; also: % is scaled to controls: 0 for no effect and ±100 for the full control effect; nearly all actives have a fitted effect of over 65% in size
Target sequence (O75874 whole entry R132H, stated change not applied): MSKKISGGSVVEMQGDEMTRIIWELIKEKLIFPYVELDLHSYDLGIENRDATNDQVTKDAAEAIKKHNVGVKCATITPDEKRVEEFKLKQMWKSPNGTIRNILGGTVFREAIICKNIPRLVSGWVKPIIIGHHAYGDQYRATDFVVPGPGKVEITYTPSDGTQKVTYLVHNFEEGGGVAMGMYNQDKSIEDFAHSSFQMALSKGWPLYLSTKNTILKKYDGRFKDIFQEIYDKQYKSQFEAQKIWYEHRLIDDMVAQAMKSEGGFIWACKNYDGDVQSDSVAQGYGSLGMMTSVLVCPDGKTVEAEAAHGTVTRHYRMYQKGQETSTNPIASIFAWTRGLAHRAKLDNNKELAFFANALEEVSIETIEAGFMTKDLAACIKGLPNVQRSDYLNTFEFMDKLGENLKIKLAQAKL
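IDH1-R132H (0.5 ug/mL) preincubated 30 min with compound, then NADPH (0.016 mM) and alpha-KG (2 mM) added; 80 min at RT, pH 7.5. Remaining NADPH coupled via diaphorase/resazurin to fluorescence (540/590 nm); concentration-response curves normalized to no-enzyme control.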
Vif-APOBEC3F blk = Vif-A3F binding inhibition | Potency, µM (series often up to 46.1 µM), for inactives: top-dose activity, negative = active | actives 0.2% (n = 390,000) | HeLa A3F-eYFP + Vif (tagged APOBEC3F with the HIV-1 protein that degrades it), YFP fluorescence increase; also: % of control where 0% means no effect; nearly all actives have a fitted effect of over 65% in size
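HeLa cells stably expressing A3F-eYFP plus Vif, plated and incubated overnight at 37 deg C, then exposed to compounds overnight at 37 deg C. Blocked degradation read as raised yellow fluorescence (Ex 488/Em 500-530).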
TrxR1 substrate = rat thioredoxin reductase 1 substrate activity. O89049. purified TrxR1 substrate turnover, NADPH consumption readout. Potency, µM (doses to about 114 µM), without a hit: at the highest dose activity change, negative = substrate turnover. actives 0.01% (n = 390,000). AID 588456; also: % is scaled to controls: 0 for no effect and ±100 for the full control effect; nearly all actives have a fitted effect of over 50% in size
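Rat TrxR1, dispensed at 90 nM, was prereduced with 400 uM NADPH (final) for 5 min at ~22 deg C, then incubated with compound 15 min before 400 uM selenite. A first-read NADPH fluorescence drop versus no-compound background flagged substrates.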
Vif-A3G inh = blocks the Vif interaction with human APOBEC3G; Potency, µM (highest dose often 46.1 µM), inactives show at the highest dose activity, negative = active, usual class: inhibitors; HeLa A3G-eYFP + Vif (tagged APOBEC3G with the HIV-1 protein that degrades it), YFP fluorescence, overnight; actives 0.076% (n = 410,000); Q9HC16;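 also: % is scaled to controls: 0 for no effect and ±100 for the full control effect; nearly all actives have a fitted effect of over 60% in size; hits raise eYFP signal because A3G escapes Vif-driven loss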
Target sequence (Q9HC16 whole entry, looked up): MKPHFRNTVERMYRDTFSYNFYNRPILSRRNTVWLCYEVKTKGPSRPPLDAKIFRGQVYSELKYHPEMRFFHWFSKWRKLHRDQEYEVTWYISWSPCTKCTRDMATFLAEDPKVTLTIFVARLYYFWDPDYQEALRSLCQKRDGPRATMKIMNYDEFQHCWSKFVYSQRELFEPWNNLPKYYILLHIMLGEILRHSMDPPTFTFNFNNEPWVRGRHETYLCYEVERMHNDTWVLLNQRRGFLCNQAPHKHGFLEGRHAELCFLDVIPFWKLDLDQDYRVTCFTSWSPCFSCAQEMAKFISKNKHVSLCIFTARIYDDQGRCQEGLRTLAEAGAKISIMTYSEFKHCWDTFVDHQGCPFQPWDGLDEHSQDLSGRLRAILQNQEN
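Read-out is eYFP fluorescence (Ex 488/Em 500-530) from Vif-expressing HeLa A3G-eYFP cells; more signal means A3G escaped Vif-mediated degradation. Cells plated overnight, compound pinned in, incubated overnight at 37 deg C.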
RXFP1 ag = RXFP1 (human) receptor agonism | Q9HBX9 | actives 0.3% (n = 370,000) | HEK293T-RXFP1 cAMP TR-FRET, 30 min; response scale: percent of porcine relaxin response, buffer zero | Potency, µM (series often up to 57.5 µM), inactives show top-dose activation, most hits filed as activators; also: % is scaled to controls: 0 for no effect and ±100 for the full control effect; nearly all actives have a fitted effect of over 60% in size; many of its hits are not listed in these tables
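HEK293T cells stably expressing RXFP1 were pretreated with the PDE4 inhibitor Ro 20174, exposed to compounds for 30 min at 37C, lysed, and cAMP was read by TR-FRET. Data normalized to buffer (basal) and 29 nM porcine relaxin (100%).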
* marks the source's active call; other numbers are inactive results; ? = inconclusive; · = no result given; [ ] = dose if it differs, or a comment. Calls follow the shape of the dose curve; as a rule, active = well fitted curve in the direction sought with a large enough effect; inconclusive = small, poorly fitted or top-dose-only effect, or another doubt; inactive = no such curve, though single readings can be large; an effect the other way counts as inactive or inconclusive. Potency is read from the fitted curve at half-maximal effect. The list is partial, so the mix of outcomes need not match the whole.

1	C#CCOCCOCCOCCNc1nc(N2CCN(C(=O)[C@H](CCCN=C(N)N)n3cc(C(N)[C@@H](C)CC)nn3)CC2)nc(N2CCN(C(=O)[C@H](CC(N)=O)n3cc([C@@H](N)C(C)C)nn3)CC2)n1 (stereo not given in full)
2	c1ccc(-c2ccc(-c3cn4c(n3)CCC4)cc2)cc1
3	CCOC(=O)CCCNC(=O)CN1C(=O)NC(c2ccccc2)(c2ccccc2)C1=O
4	COC(=O)C[C@@H]1C[C@@H]2c3cc(NC(=O)NC4CCCCC4)ccc3O[C@@H]2[C@H](CO)O1
5	Cc1cc(C)n(-c2ccc(Cl)c(C(=O)OCC(N)=O)n2)n1
6	CCOC(=O)c1c(C)[nH]c(C)c1S(=O)(=O)NCC(=O)N1CCN(c2ccccc2OC)CC1
7	Cc1cc(C)n2c(SCc3ccc(Cl)cc3Cl)nnc2n1
8	CCN(CC(=O)Nc1ccccc1OC)C(=O)CN1C(=O)NC(C)(c2ccc3ccccc3c2)C1=O (stereo not given)
9	COc1ccc(-c2nc(S(=O)(=O)c3ccccc3)c(N3CCC(C)CC3)o2)cc1
10	O=C(NC1CCS(=O)(=O)C1)c1cccc(S(=O)(=O)N2CCCCC2)c1 (stereo not given)

screen / no. | 1 | 2 | 3 | 4 | 5 | 6 | 7 | 8 | 9 | 10
12-LOX inh | -11% | ? | 7% | -6% | 3% | -22% | ? | 6% | -13% | 12%
RGS4 inhibitor | 12% | -6%[11.4 µM] | -1% | · | 6% | -15% | 15% | -1% | 16% | -50%[56.9 µM]
TrxR1 inh | 10%[57.1 µM] | 46% | 20% | · | 14%[57.1 µM] | 19%[57.1 µM] | 14% | 31% | 10% | 1%
USP1 inh | -16% | -24% | -22% | 3% | -13% | -20% | -18% | -16% | -9% | -10%
mIDH1 inhibitor | -12% | 3% | 9% | 10% | 1% | 0% | 7% | -1% | 10% | 6%
Vif-APOBEC3F blk | 8% | -18% | -11% | -18% | -5% | -2% | -8% | 3% | 1% | 0%
TrxR1 substrate | 9%[57.1 µM] | 39%[activator][57.1 µM] | 5% | · | 6%[57.1 µM] | 2%[57.1 µM] | -8%[57.1 µM] | 0% | -2% | -2%
Vif-A3G inh | 2% | -4% | -4% | 2% | 0% | 5% | -15% | -6% | -3% | -2%
RXFP1 ag | · | 0.1% | -0.7% | · | 0.2% | 13% | 3.6% | · | -1.5% | 0.6%

Some of the entries so far, with two lines to a compound:
Value order: 12-LOX inh | RGS4 inhibitor | TrxR1 inh | USP1 inh | mIDH1 inhibitor | Vif-APOBEC3F blk | TrxR1 substrate | Vif-A3G inh | RXFP1 ag
(8) CCN(CC(=O)Nc1ccccc1OC)C(=O)CN1C(=O)NC(C)(c2ccc3ccccc3c2)C1=O (stereo not given)
  6% | -1% | 31% | -16% | -1% | 3% | 0% | -6% | ·
(9) COc1ccc(-c2nc(S(=O)(=O)c3ccccc3)c(N3CCC(C)CC3)o2)cc1
  -13% | 16% | 10% | -9% | 10% | 1% | -2% | -3% | -1.5%

The main list resumes with the two entries that preceded the break.
9	COc1ccc(-c2nc(S(=O)(=O)c3ccccc3)c(N3CCC(C)CC3)o2)cc1
10	O=C(NC1CCS(=O)(=O)C1)c1cccc(S(=O)(=O)N2CCCCC2)c1 (stereo not given)
11	O=C(COC(=O)c1ccccc1-n1cnnn1)c1ccc(Br)cc1
12	O=C(c1ccccc1Cl)N1CCN(CCc2ccccn2)CC1
13	Cc1cccc(C)c1NC(=O)CSc1nnnn1C
14	Cn1c(=O)c2c(nc(NCc3ccccc3)n2C)n(C)c1=O
15	COc1cc2ccc(C(C)=NNC(N)=S)cc2cc1OC
16	Cc1ccc(C(=O)N(Cc2nc(-c3ccc(C)cc3)no2)C(C)C)cc1
17	COc1ccc(-c2ccc(-c3cc(=O)oc4cc(OC)c(OC)c(OC)c34)cc2)cc1F
18	O=c1ccn(Cc2ccccc2Cl)cc1
19	COc1ccc(-n2c(SCC(=O)N/N=C(\C)c3cccnc3)nc3ccccc3c2=O)cc1
20	O=C(NCc1ccc2c(c1)OCO2)c1cccc(Cl)c1

screen / no. | 9 | 10 | 11 | 12 | 13 | 14 | 15 | 16 | 17 | 18 | 19 | 20
12-LOX inh | -13% | 12% | -8% | -26% | -31% | 0% | ? | ? | -14% | -7% | 202%[activator] | -6%
RGS4 inhibitor | 16% | -50%[56.9 µM] | 6% | 23% | 23% | 5% | · | -7% | -12% | 14% | -19% | 4%
TrxR1 inh | 10% | 1% | -4% | 9% | 6% | 16% | · | 8%[57.1 µM] | 19% | 22% | 0%[57.1 µM] | 24%[57.1 µM]
USP1 inh | -9% | -10% | -9% | -11% | ? | -18% | ? | -16% | ? | -15% | -16% | -15%
mIDH1 inhibitor | 10% | 6% | 11% | -9% | 3% | 6% | -13% | 4% | 4% | -6% | 3% | 15%
Vif-APOBEC3F blk | 1% | 0% | 8% | 3% | -7% | 0% | ? | 2% | -2% | -5% | -37% | 6%
TrxR1 substrate | -2% | -2% | -1% | -1% | 5% | 6% | · | 3%[57.1 µM] | 11% | 10% | 0%[57.1 µM] | 6%
Vif-A3G inh | -3% | -2% | -1% | 4% | -5% | -3% | -6% | -1% | 0% | -3% | 2% | -1%
RXFP1 ag | -1.5% | 0.6% | 2.3% | -0.2% | -2.2% | 9.6% | · | 0.7% | · | -0.6% | 5.3% | 1.0%

21	CCc1nnc(NC(=O)C2CC(=O)N(Cc3ccco3)C2)s1 (stereo not given)
22	COc1ccc(CNC(=O)c2csc(Cc3ccc(OC)cc3)n2)cc1
23	CC(C)N1CCN(Cc2ccc(C#CC(C)(C)O)s2)CC1CCO (stereo not given)
24	CCOc1ccc(NC(=O)CC2C(=O)N(c3ccccc3)C(=O)N2C2CCCC2)cc1 (stereo not given)
25	COc1ccc(Nc2cc(C)nc3ncnn23)cc1
26	CCc1ccc(OCc2nnc(SCC(=O)N3CCOCC3)o2)cc1
27	O=C(O)c1cccc(Oc2ccc(C(=O)O)c([N+](=O)[O-])c2)c1
28	O=C(CN1CCN(c2ccccc2O)CC1)Nc1ccc2c(c1)OCCCO2
29	Cc1ccccc1CN(c1ccc(C(N)=O)cc1)S(C)(=O)=O
30	COC(C(=O)Nc1ccccc1C(=O)N1CCOCC1)c1ccccc1 (stereo not given)

screen / no. | 21 | 22 | 23 | 24 | 25 | 26 | 27 | 28 | 29 | 30
12-LOX inh | 0% | ? | -16% | -27% | ? | 7% | -9% | 8% | -12% | 369%[activator]
RGS4 inhibitor | 5% | -33% | 29% | 9% | -15%[56.9 µM] | 10% | ? | -4% | 48% | -25%
TrxR1 inh | 14% | 22%[57.1 µM] | 15%[11.4 µM] | -3% | 16% | 9% | 7%[11.4 µM] | 21% | -10% | 2%
USP1 inh | -15% | -12% | -6% | -21% | -23% | -14% | -2% | -21% | -7% | -16%
mIDH1 inhibitor | 0% | 0% | 5% | 12% | -11% | 8% | 2% | -4% | 20% | 8%
Vif-APOBEC3F blk | 10% | 1% | -15% | 0% | -4% | 10% | 11% | -1% | 1% | 12%
TrxR1 substrate | 6% | 7%[57.1 µM] | 8%[57.1 µM] | 2% | 1% | 8% | 9%[11.4 µM] | 4% | -6% | 0%
Vif-A3G inh | 1% | 0% | 0% | 2% | -1% | -8% | 4% | -10% | 4% | 2%
RXFP1 ag | -0.3% | 1.6% | -0.8% | -0.2% | · | 2.4% | · | -0.8% | 0.7% | 1.6%

31	COc1ccc(CC(=O)OCC(=O)Nc2ccc(F)cc2)cc1
32	CCOC(=O)Cn1nc(NC(=O)c2cc(OC)cc(OC)c2)cc1C
33	Cn1cccc1CNCC(O)c1ccccc1 (stereo not given)
34	O=C(C[n+]1ccccc1)Nc1nc2ccccc2s1
35	CCCCCCP(=O)(O)c1ccccc1
36	COc1ccc(Nc2nc3ccccc3n3cnnc23)cc1
37	Cc1cc(C)n2nc(C(=O)Oc3ccc4c(c3)OCO4)nc2n1
38	CC(C)C[C@H](NC(=O)N1CCn2c1nc1ccccc12)C(=O)NCc1ccc2c(c1)OCO2
39	CC(c1ccccc1)N1C(=O)OC(C)(C)C1(C)O (stereo not given)

screen / no. | 31 | 32 | 33 | 34 | 35 | 36 | 37 | 38 | 39
12-LOX inh | 1% | 20% | ? | -1% | -21% | -1% | 0% | 25% | 12%
RGS4 inhibitor | -11% | 13% | 29% | -11% | 12% | -26% | 3% | -15% | -38%
TrxR1 inh | -2% | -4% | 7%[57.1 µM] | 6% | 22% | -4% | -16% | 1% | 10%
USP1 inh | -12% | -7% | -1% | -14% | -14% | -4% | -8% | -23% | -15%
mIDH1 inhibitor | 2% | 4% | 8% | 2% | 5% | 10% | 3% | 13% | -4%
Vif-APOBEC3F blk | 6% | -3% | 9% | 2% | -8% | 1% | -11% | 2% | 3%
TrxR1 substrate | 3% | -8% | -6% | -4% | 2% | 2% | -6% | -10% | 4%
Vif-A3G inh | -1% | -1% | 0% | 2% | -1% | -6% | 0% | -3% | -4%
RXFP1 ag | 0.1% | -0.4% | 2.1% | -0.2% | 2.4% | -3.4% | 0.3% | 0.9% | -3.4%
